Source: PubChem BioAssay
ERG-DNA inh: qHTS for Small Molecule Inhibitors of the ERG Ets/DNA interaction; Transcriptional regulator ERG (Homo sapiens), P11308; fluorescence polarization, His-ERG Ets domain / labelled DNA; Potency, µM (doses to about 76.9 µM), for the others: top-dose FP activity, negative = inhibition, most hits filed as inhibitors; hit rate 0.028% among 370,000; active = well fitted inhibition curve with a large enough effect in the polarisation, with a control signal flat; inconclusive = small, poorly fitted or top-dose-only effect, or effect the other way, or a change in a side signal; inactive = no such curve, though single readings can be large or run the other way; the % refers to the polarisation;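 note: polarization taken with two DNA probes labelled with fluorescein and Texas red; potency is the fitted concentration of half-maximal effect; % of control where 0% means no effect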
Target sequence (P11308 whole entry, looked up, the tested form may be a part): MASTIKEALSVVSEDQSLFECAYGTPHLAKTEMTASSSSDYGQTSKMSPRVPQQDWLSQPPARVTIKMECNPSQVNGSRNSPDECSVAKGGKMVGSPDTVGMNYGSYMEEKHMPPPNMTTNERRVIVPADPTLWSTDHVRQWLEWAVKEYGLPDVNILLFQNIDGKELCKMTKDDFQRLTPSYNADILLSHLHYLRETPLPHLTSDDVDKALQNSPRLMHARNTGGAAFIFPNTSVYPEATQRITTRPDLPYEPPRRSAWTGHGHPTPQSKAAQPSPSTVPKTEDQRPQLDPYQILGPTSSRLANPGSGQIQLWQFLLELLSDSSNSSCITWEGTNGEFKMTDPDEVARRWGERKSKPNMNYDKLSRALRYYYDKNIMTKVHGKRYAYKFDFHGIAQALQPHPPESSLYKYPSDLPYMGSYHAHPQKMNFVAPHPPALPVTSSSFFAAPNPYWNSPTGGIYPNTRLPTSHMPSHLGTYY
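His-tagged ERG Ets domain (1 uM in the protein solution; 300mM KCl, 50mM Tris-HCl, 1mM EDTA, 1mM DTT, pH 7.5) received compound, then a probe mix of 5 nM fluorescein-DNA and 100nM Texas-615-DNA. Fluorescence polarization was read for both dyes.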
BLM inh: qHTS Assay for Inhibitors of Bloom's syndrome helicase (BLM) | recombinant BLM DNA unwinding, fluorescence dequenching | Potency, µM (series often up to 56.1 µM), without a hit: at the highest dose activity change, negative = inhibition, hits mostly inhibitors | hit rate 0.2% among 350,000 | AID 2528, 2010;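 note: potency is the fitted concentration of half-maximal effect; plate controls were vehicle for no effect and no enzyme for full effect; nearly all actives have a fitted effect of over 35% in size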
POLK inh: qHTS for Inhibitors of Polymerase Kappa | hit rate 0.53% among 400,000 | DNA polymerase kappa (Homo sapiens), Q9UBT6 | Potency, µM (series often up to 107 µM), without a hit: top-dose activity, negative = inhibition, most hits filed as inhibitors | purified Pol kappa, fluorescent DNA synthesis assay, 10 min; note: potency is the fitted concentration of half-maximal effect; % is set by controls: 0 for no effect and ±100 for the full control effect
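Readout: fluorescence, taken kinetically at 0 and 10 min. Conditions: 10 nM Pol kappa, 15 min RT compound preincubation, 50 nM substrate final. Controls: enzyme-free buffer wells.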
Anesthetic bind: qHTS Assay for Identification of Novel General Anesthetics; AID 485281, 2010; apoferritin/1-aminoanthracene competitive binding, fluorescence; hit rate 0.074% among 350,000; Potency, µM (top dose mostly 77.5 µM), without a hit: at the highest dose activity change, negative = displacement, hits mostly inhibitors; Ferritin light chain (Equus caballus), P02791; note: potency is the fitted concentration of half-maximal effect; % is set by controls: 0 for no effect and ±100 for the full control effect; nearly all actives have a fitted effect of over 20% in size
Target sequence (P02791 2-175 limits assumed): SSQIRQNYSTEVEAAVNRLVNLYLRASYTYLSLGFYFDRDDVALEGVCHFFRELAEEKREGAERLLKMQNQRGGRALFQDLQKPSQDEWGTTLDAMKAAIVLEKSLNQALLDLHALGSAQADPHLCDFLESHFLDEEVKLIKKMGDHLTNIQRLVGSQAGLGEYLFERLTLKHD
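Horse-spleen apoferritin (10 uM) was mixed with 50% saturated 1-aminoanthracene in PBS, exposed to compounds for 10 min at room temperature, and read for fluorescence (ex 380 nm, em 535 nm). Competitive displacement was fitted with a four-parameter Hill equation.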
Pol iota inh: qHTS for Inhibitors of Polymerase Iota; Potency, µM (series often up to 115 µM), without a hit: at the highest dose activity, negative = inhibition, usual class: inhibitors; Pol iota fluorescent replication assay, 10 min; DNA polymerase iota (Homo sapiens), Q9UNA4; hit rate 1% among 390,000; note: potency is the fitted concentration of half-maximal effect
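Pol iota at 10 nM preincubated 15 min with compounds at room temperature; reaction started with fluorescent substrate, 50 nM final. Fluorescence read kinetically at 0 and 10 min; buffer-only wells as negative control.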
TRHR agonist: qHTS for Small Molecule Agonists and Allosteric Enhancers of Human TRH Receptor: Primary Screen for Agonists; Thyrotropin-releasing hormone receptor (Homo sapiens), P34981; TRHR cells, calcium flux fluo-8, FDSS agonist mode; activation, % at 2 µM; hit rate 0.18% among 360,000; AID 493084, 2011; in the data active = activation above about 30%; note: 0% is about no effect
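Agonist-mode FDSS calcium read (Ex 480/Em 530, 1 s cycles) in 1536-well TRHR cells with fluo-8 dye, after 10-cycle baseline and 23 nL compound addition; TRH at EC20 (10 nM final) added afterwards for the enhancer phase.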
ALOX12 inh: Primary qHTS assay for inhibitors of human arachidonate 12S-lipoxygenase (ALOX12): Round 2. Polyunsaturated fatty acid lipoxygenase ALOX12 (Homo sapiens), P18054. purified 12hLO, xylenol orange hydroperoxide absorbance. Potency, µM (doses to about 108 µM), for inactives: at the highest dose activity change, negative = inhibition, usual class: inhibitors. hit rate 1.1% among 580,000; note: potency is the fitted concentration of half-maximal effect; % is set by controls: 0 for no effect and ±100 for the full control effect
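Hydroperoxide product was detected by ferrous iron/xylenol orange as the 573 to 405 nm absorbance ratio. Arachidonic acid at 40 uM (final) was turned over for 30 min at room temperature by 150 nM human 12hLO, pH 7.0 Hepes buffer, after 15 min compound preincubation.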
POLB inh: qHTS Assay for Inhibitors of DNA Polymerase Beta | hit rate 1.3% among 340,000 | Pol beta primer extension/strand displacement, fluorescence kinetic | Potency, µM (titrated, usually from 114 µM), inactives show at the top dose activity change, negative = inhibition, usual class: inhibitors | P06746; note: potency is the fitted concentration of half-maximal effect; % is set by controls: 0 for no effect and ±100 for the full control effect
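Preincubation: enzyme (10 nM) with compound, 15 min, RT. Reaction: substrate added to 50 nM final. Reads: 0 and 10 min. Analysis: normalized, Hill fit.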
APEX1 inh: qHTS Assay for Inhibitors of the Human Apurinic/apyrimidinic Endonuclease 1 (APE1); hit rate 0.35% among 350,000; DNA repair nuclease/redox regulator APEX1 (Homo sapiens), P27695; recombinant APE1, TAMRA/BHQ-2 abasic DNA cleavage fluorescence; AID 2517, 2012; Potency, µM (series often up to 65.8 µM), inactives show at the highest dose activity change, negative = inhibition, most hits filed as inhibitors;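 note: potency is the fitted concentration of half-maximal effect; plate controls were vehicle for no effect and reference inhibitor for full effect; nearly all actives have a fitted effect of over 55% in size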
Target sequence (P27695 whole entry, looked up): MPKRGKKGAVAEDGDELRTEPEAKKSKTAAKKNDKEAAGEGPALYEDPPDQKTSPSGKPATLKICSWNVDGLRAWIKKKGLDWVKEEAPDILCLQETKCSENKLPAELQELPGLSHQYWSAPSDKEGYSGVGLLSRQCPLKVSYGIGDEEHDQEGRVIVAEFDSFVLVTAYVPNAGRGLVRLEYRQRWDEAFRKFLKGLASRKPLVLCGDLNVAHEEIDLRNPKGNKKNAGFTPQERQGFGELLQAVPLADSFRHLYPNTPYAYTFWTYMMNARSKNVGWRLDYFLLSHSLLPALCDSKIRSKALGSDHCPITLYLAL
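Endonuclease cleavage of a quenched abasic-site DNA duplex (50 nM) by APE1 (0.75 nM) was tracked by TAMRA dequenching. Compounds were preincubated with enzyme 15 min at room temperature; data normalized to buffer-only and DMSO wells plus NSC13755 control.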
The depositor's hits bear a star; i = inactive; ? = inconclusive; nt = not tested or not shown; [ ] = dose if it differs, or a comment. Unless noted, calls come from the whole dose curve; as a rule, active = well fitted curve in the direction sought with a large enough effect; inconclusive = small, poorly fitted or top-dose-only effect, or another doubt; inactive = no such curve, though single readings can be large; an effect the other way counts as inactive or inconclusive. These rows are one share of the data. The share of hits here may be higher or lower than overall.

SMILES | ERG-DNA inh | BLM inh | POLK inh | Anesthetic bind | Pol iota inh | TRHR agonist | ALOX12 inh | POLB inh | APEX1 inh
O=c1c2ccccc2nc(SCCN2CCOCC2)n1CCc1ccccc1 | 5% | -1% | 3% | -16% | 26% | -0.2 | 12% | 6% | -5%
Cc1c(C(=O)Nc2ccc(Cc3ccncc3)cc2)cccc1[N+](=O)[O-] | 1% | -1% | -9% | -17% | 31%[activator] | -1.8 | 19% | 33% | 3%
O=C(Cc1ccc(-c2ccccc2)cc1)NCCS(=O)(=O)N1CCN(c2cccc(Cl)c2)CC1 | -3% | -1% | -9%[60.1 µM] | 6% | 3% | 0.6 | -25% | 24% | nt
CC(C)C[C@H](NC(=O)c1[nH]cnc1C(=O)N[C@@H](Cc1ccccc1)C(=O)OC(C)(C)C)C(=O)OC(C)(C)C | 12% | -22% | -4% | -7% | 26% | -0.4 | 1% | ? | 2%
CCOc1ccc(CNC(=O)c2ccc3nc(CC)c(CC)nc3c2)cc1 | 0% | 1% | -2%[60.1 µM] | -8% | -12% | -0.2 | -24% | -1% | nt
Cc1ccc(C)c(NC(=O)c2cc(S(=O)(=O)NCCC3=CCCCC3)ccc2F)c1 | -1% | -9% | -9%[60.1 µM] | -4% | 1% | -0.3 | ? | 2% | nt
Cc1ccc([C@@H]2[C@@H]3C(=O)N(C)C(=O)[C@@H]3[C@]3(C)C(=O)N(CC4CC4)CC(=O)N23)o1 | -1% | -5% | -3% | -9% | -10% | -0.3 | 0% | 15% | 11%
CCCOc1ccc(CNC(=O)Cn2cc3c(n2)-c2c(oc(C(=O)N4CCOCC4)c2C)CC3)cc1 | -4% | 2% | 4% | ? | -6% | 0.3 | -26% | 11% | nt
Cc1csc(NC(=O)c2ccc3c(c2)OCO3)n1 | 8% | -6% | 0% | -5% | 41%[activator] | 0.4 | -14% | 2% | 75%[12.4 µM]
COc1cccc(C(O)CC(N)=O)c1 (stereo not given) | -2% | -2% | -12% | -6% | 7% | -1.1 | 1% | 7% | -3%
Cc1ccc(C2=NN(C(=O)CNCCO)C(c3cccs3)C2)cc1 (stereo not given) | 1% | -1% | -9% | ? | 44%[activator] | 1.2 | -3% | 0% | -10%
CCOc1ccc(C(=O)C(C)OC(=O)Cn2cnc3c2c(=O)n(C)c(=O)n3C)cc1 (stereo not given) | -14% | nt | -8% | nt | 2% | -0.2 | -27% | nt | -1%
COc1ccccc1OCCNC(=O)C(CCSC)NS(=O)(=O)c1ccccc1F (stereo not given) | -5% | nt | -16% | nt | 27% | -0.1 | -18% | nt | -13%
CCc1ccc2nc(N(Cc3cccnc3)C(=O)Cc3ccccc3)sc2c1 | -1% | -8% | -11%[60.1 µM] | -15% | -13% | 0.6 | -27% | 0% | nt
COc1cc(OC)cc(-c2c(C#Cc3ccsc3)c3cc(-c4ccc(N(C)C)nc4)ccc3n2C)c1 | -6% | nt | -10% | nt | -4% | nt | 22% | nt | -14%
CC1CCCC(NC(=O)CCNC(=O)c2ccc(Cl)cc2)C1C (stereo not given) | 10% | nt | -1% | nt | 27% | -0.1 | -23% | nt | 41%
CCN1CCN(C(=O)c2ccc3nc(-c4ccccc4)c(-c4ccccc4)nc3c2)CC1 | -4% | -3% | 1% | 3% | 21% | -0.5 | ? | 0% | -10%
Cc1ccc(-n2ncc3c2CC(C)(C)CC3NC(=O)CCc2c(C)noc2C)cc1 (stereo not given) | -3% | 0% | -5% | -12% | 27% | -0.9 | -7% | 39% | 19%
COc1nc(C)ccc1-c1noc(-c2cccs2)n1 | -8% | 0% | 2% | -7% | 72%[activator] | -1.0 | 28% | 26% | ?
COc1ccc(OC)c(NS(=O)(=O)c2c(C(=O)N3CCCCCC3)c(C)n(C)c2C)c1 | 7% | -3% | 9% | -13% | 2% | 0.0 | -3% | -1% | 21%
CC1CCCCC12NC(=O)N(CC(=O)N(C)Cc1nc3ccccc3c(=O)[nH]1)C2=O (stereo not given) | 3% | nt | -7% | nt | 5% | 1.4 | 1% | nt | 40%
COc1cc(Cl)c(C)cc1NC(=O)c1cn(C2CCCC2)c(=O)c2c1c1ccccc1n2C | 6% | 0% | -1% | -2% | 11% | 0.8 | -10% | 39% | nt
COC(=O)Cn1c(=O)sc2ccccc21 | -4% | -4% | -9% | -5% | 5% | 0.9 | -11% | -23% | 3%
COc1cc(CN(C(=O)c2cccc(Cl)c2)c2ccccn2)cc(OC)c1OC | -11% | -1% | -1% | -2% | 5% | -1.2 | -15% | 13% | nt
COc1ccc(S(=O)(=O)Nc2ccccc2C(=O)N2CCOCC2)cc1F | -3% | -2% | -4% | -2% | 25% | 0.9 | 0% | 90% | -1%
CC1CN(Cc2nc3c(c(=O)n(C)c(=O)n3C)n2CC(=O)c2ccccc2)CC(C)O1 (stereo not given) | -4% | 7% | 2% | 32%[activator] | -3% | -1.2 | 6% | 5% | 0%
Fc1ccc(NCc2cccn2-c2nnc(N3CCOCC3)s2)cc1 | 8% | 3% | 2% | -11% | 19% | -1.0 | 0% | 1% | nt
O=C(CCn1ccc2cc(S(=O)(=O)N3CCCC3)ccc21)NCc1ccccc1Br | 1% | 0% | 4% | -9% | 17% | -0.3 | 9% | 93% | nt
CCOc1ccc(S(=O)(=O)N2CCC(C(=O)N3CCCCCC3)CC2)cc1Cl | 2% | -4% | -7% | -6% | 21% | -0.3 | 0% | 1% | 3%
C/C(=N/NC(=O)c1cccs1)c1cccs1 | -3% | -2% | 5% | -18% | 40%[activator] | 0.0 | 241%[activator] | -16% | -6%
CCOC(=O)c1c(S(=O)(=O)N2CCCC(C(=O)NCc3cccc(OC)c3)C2)c(C)n(C)c1C (stereo not given) | 2% | 1% | -7%[60.1 µM] | 41%[activator] | ? | -0.9 | -21% | 6% | nt
COc1cccc(C(=O)Nc2nc3c(c(=O)[nH]2)CCCC3)c1 | 0% | -1% | -4% | -16% | 30% | -0.7 | ? | 11% | -1%
O=C(OC1CCOC1=O)c1cc(S(=O)(=O)N2CCOCC2)c(Cl)cc1Cl (stereo not given) | -9% | nt | -18% | nt | 8% | -0.2 | 173%[activator] | nt | 3%
OCC1OC(n2cnc3c(SCc4ccccc4)nc(F)nc32)C(O)C1O (stereo not given) | -9% | nt | -2% | nt | 43%[activator] | nt | -29% | nt | nt
O=C(NC1CC1)c1ccc2c(c1)ncn2C1CCCC1 | 8% | 0% | 6% | -9% | 30% | 0.7 | 5% | 1% | -2%
O=C(CCc1c[nH]c2ccccc12)OCc1cccc([N+](=O)[O-])c1 | -3% | -12% | -1% | -10% | 26% | -0.8 | -2% | 2% | 57%[activator]
CC(C)C(OC(=O)C1=Cc2ccccc2OC1)C(=O)NCC1CCCO1 (stereo not given) | 8% | nt | -25% | nt | ? | nt | ? | nt | nt
COc1ccc(Cn2c(=O)c3oc4ccccc4c3n(Cc3ccc(Cl)cc3)c2=O)cc1 | 0% | 0% | 0% | 3% | 23% | 0.8 | -20% | 3% | nt
O=C(Nc1cccc(NC(=O)c2cccnc2)c1)c1ccccc1 | -2% | -1% | -10% | -11% | 16% | 0.2 | i | 6% | 15%
CCN1C(=O)c2ccccc2S(=O)c2ccc(C(=O)NC3CC3)cc21 (stereo not given) | -8% | -2% | -10% | -3% | -6% | 0.1 | 6%[57.4 µM] | -2% | 3%
CN(C(=O)CSc1nnc(-c2ccc([N+](=O)[O-])cc2)o1)C1CCCCC1 | -2% | -2% | 7% | -13% | -3% | -1.2 | -18% | 1% | nt
CCC(C)(C)n1nnnc1C(c1cccnc1)N1CCCc2ccccc21 (stereo not given) | nt | 2% | -3% | -7% | 17% | -0.4 | -27% | 26% | -2%
O=C(NC1CCCC1)c1ccc(Br)s1 | 5% | -3% | -12% | -15% | 12% | -0.9 | -8% | 4% | -3%
CCOC(=O)c1c(NC(=O)COC(=O)Cn2cnc3ccccc32)sc2c1CCC(C)C2 (stereo not given) | 6% | -11% | -13% | -21% | -5% | 0.2 | ? | 0% | -3%
COc1ccc(-c2nnn(CC(=O)NC3CCCc4ccccc43)n2)cc1OC (stereo not given) | -7% | -2% | -9% | -11% | 13% | 0.4 | 0% | 27% | -2%
CNc1ccc(/C=C2\CSc3ccccc3C2=O)cc1[N+](=O)[O-] | 1% | -10% | -1% | -9% | 128%[activator] | -1.9 | 0% | -3% | 6%
NNC(=O)c1cc(Br)cs1 | -10% | 0% | -16% | 2% | 5% | 0.0 | 5% | 8% | 2%

Single records (already shown). Values in the order: ERG-DNA inh | BLM inh | POLK inh | Anesthetic bind | Pol iota inh | TRHR agonist | ALOX12 inh | POLB inh | APEX1 inh
CCN1C(=O)c2ccccc2S(=O)c2ccc(C(=O)NC3CC3)cc21 (stereo not given) is listed as -8% | -2% | -10% | -3% | -6% | 0.1 | 6%[57.4 µM] | -2% | 3%
CCOC(=O)c1c(NC(=O)COC(=O)Cn2cnc3ccccc32)sc2c1CCC(C)C2 (stereo not given) is listed as 6% | -11% | -13% | -21% | -5% | 0.2 | ? | 0% | -3%
